Bioassay records as filed in PubChem.
ARNT TACC3 PPI – disrupts binding between human ARNT and TACC3; Q9Y6A5; AlphaScreen His-ARNT PAS-B/GST-TACC3 binding, luminescence; TACC3 fragment carries E629A point mutation; inhibition, % at 9.99 µM; 0.66% of 390,000 active;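 active = mean inhibition of replicates at least 50% and at least half of replicates each reaching 50%; inconclusive = half or more replicates reach 50% but mean below 50%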;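 note: 0% = complete ARNT plus TACC3 wells and 100% = ARNT alone without TACC3; many hits fall short of the cut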
miR122 inh – inhibitors of miR-122 in Huh7 cells. AID 602342. 0.3% of 340,000 active. Huh7 miR-122 Renilla luciferase sensor, 48 h; neutral wells = 0, positive control = 100. activation (reporter increase), % at 12.5 µM;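 active = mean replicate activation score at least 90 and every replicate individually at or above 90; inconclusive = only one of the two criteria met; inactive = neither criterion met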;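 note: higher luciferase means less miR-122 activity so hits act as miR-122 inhibitors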
Statin myotox sup – suppression of simvastatin myotoxicity; C2C12 myotubes + simvastatin, ATP luminescence, 48 h; scaled: DMSO 0, geranylgeraniol control 100; rescue of ATP level, % at 7.49 µM; 0.78% of 330,000 active;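 active = mean ATP rescue above about 67%, or every replicate alone reaching that limit, limit read from the data, passing the limit was not always enough; inconclusive = no clear call, values can overlap the other calls; inactive = mean under the limit and some replicate under it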;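 note: myotubes were challenged with 10 µM simvastatin during compound exposure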
Cneo AK release – Cryptococcus neoformans lysis via adenylate kinase release; C. neoformans lysis, adenylate kinase release luminescence, 4 h; normalised: neutral wells 0, clomiphene wells 100; lysis activity, % at 15 µM; 0.2% of 360,000 active; AID 651654;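 active = mean lysis activity across replicates of at least 80%, whatever share of replicates individually reach that level; inactive = mean lysis activity below 80%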
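Material – log-phase Cryptococcus neoformans yeast cells · Input – 5 × 10^6 yeast cells/mL · Medium – fresh YPD growth medium · Doses – single compound concentration per well · Timing – static 4 h at 37 °C with compound, 1 h detection · Detection – adenylate kinase release luminescence · Read-out – signal increase indicating cell lysis · Control set – Clomiphene as positive lysis control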
SIRT5 inh – sirtuin-5 (human) deacylase inhibition | AID 652115 | 1.1% of 330,000 active | inhibition, % at 15 µM | Purified SirT5, succinyl-peptide AMC, trypsin-coupled fluorescence | Q9NXA8; in the data active = inhibition above about 15%; inconclusive = no clear call, values can overlap the other calls
Target sequence (Q9NXA8 whole entry, looked up): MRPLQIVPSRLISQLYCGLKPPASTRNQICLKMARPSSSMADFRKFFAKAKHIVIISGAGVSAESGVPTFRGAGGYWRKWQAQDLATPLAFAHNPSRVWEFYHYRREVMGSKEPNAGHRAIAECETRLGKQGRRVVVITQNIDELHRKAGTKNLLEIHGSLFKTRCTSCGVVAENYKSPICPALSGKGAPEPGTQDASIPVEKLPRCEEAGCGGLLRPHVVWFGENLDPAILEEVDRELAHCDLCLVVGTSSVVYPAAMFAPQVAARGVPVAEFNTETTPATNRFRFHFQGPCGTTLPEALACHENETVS
esBAF inh – inhibitors of esBAF chromatin remodeling in mouse ES cells; 2% of 350,000 active; reporter increase, % at 12.5 µM; Bmi1-luciferase knock-in reporter, 24 h; 100% = twice the neutral-well signal; AID 602393; in the data active = activation above about 40%; inconclusive = no clear call, values can overlap the other calls;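 note: 0% = median of the plate's neutral control wells and 100% = double that signal; a rise in the Bmi1 reporter signal indicates esBAF inhibition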
ERp5 inh – blocks human ERp5 reductase activity on insulin; Q15084; ERp5 insulin aggregation, absorbance 650 nm, 90 min; inhibition, % at 9.99 µM; 0.05% of 350,000 active; AID 651711;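 active = mean replicate inhibition above about 25%, with every replicate also reaching it, limit read from the data, passing the limit was not always enough; inconclusive = only one of those two criteria met; inactive = neither criterion met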
Target sequence (Q15084 whole entry, looked up): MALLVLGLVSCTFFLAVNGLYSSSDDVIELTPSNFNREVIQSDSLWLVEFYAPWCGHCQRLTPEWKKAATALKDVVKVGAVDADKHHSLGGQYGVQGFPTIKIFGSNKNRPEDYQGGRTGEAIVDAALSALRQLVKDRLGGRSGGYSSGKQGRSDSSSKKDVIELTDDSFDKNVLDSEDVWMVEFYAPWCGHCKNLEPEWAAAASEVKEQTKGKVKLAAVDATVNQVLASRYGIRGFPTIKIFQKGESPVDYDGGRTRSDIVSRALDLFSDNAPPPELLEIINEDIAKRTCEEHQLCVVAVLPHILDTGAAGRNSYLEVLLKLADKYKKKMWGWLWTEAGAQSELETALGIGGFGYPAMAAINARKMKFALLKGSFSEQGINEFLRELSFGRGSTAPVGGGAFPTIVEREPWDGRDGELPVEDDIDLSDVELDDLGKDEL
The depositor's hits bear a star; ? = inconclusive; nt = no result given; [ ] = remark or other dose.

SMILES	ARNT TACC3 PPI	miR122 inh	Statin myotox sup	Cneo AK release	SIRT5 inh	esBAF inh	ERp5 inh
COCC#Cc1cnc2c(c1)C(=O)N([C@@H](C)CO)C[C@@H](C)[C@H](CN(C)C(=O)C1CCCCC1)O2	-2	-2[16.7 µM]	4	-3	1	-1	-2
CN(c1ccccc1)S(=O)(=O)c1cccc(NC(=O)c2cccc(C#N)c2)c1	-8	nt	-17	-1	-5	6	6
O=C(COc1cccc(F)c1)Nc1nc(-c2cccnc2)cs1	nt	nt	0	2	-1	1	-2
C/C=C/c1ccc2c(c1)O[C@@H](CNC)[C@H](C)CN([C@@H](C)CO)S2(=O)=O	nt	-2[16.7 µM]	10	nt	nt	-7	nt
CCCCCC(=O)Nc1ccccc1N1CCOCC1	-1	0	-3	-10	nt	-3	nt
Cc1ccc2nc(SCC(=O)N3CCC(Cc4ccccc4)CC3)nc(=O)n2c1	-1	nt	nt	nt	1	nt	5
CCOc1cc(C=O)cc(Br)c1OCC(N)=O	10	4	6	nt	0	-4	3
CN1CCN(C(=O)c2ccc(-n3cccn3)nc2)CC1	3	nt	nt	nt	2	nt	-3
Cc1cc(=O)[nH]c(NN=C2C3CC4CC(C3)CC2C4)n1	12	13	8	6	3	-1	-2
CCC1CCCCN1CCCNC(=O)Cn1nc(-c2ccc(C)cc2)ccc1=O (stereo unspecified)	2	1	0	5	nt	-1	nt
COc1cccc(C2CC(c3ccc(C)cc3)=NN2C(=O)c2ccccc2F)c1OC (stereo unspecified)	14	7	6	0	1	4	2
O=C(Oc1ccccc1C(=S)N1CCOCC1)c1cccc([N+](=O)[O-])c1	3	-1	0	-1	2	-2	1
COc1ccc(C)cc1NC(=O)CSc1ccc(Cl)cc1	-2	-1	0	nt	-3	-2	-8
COc1ccc(-c2[nH]ncc2/C=N/NC(=O)c2ccncc2)c(OC)c1	-16	-2	2	1	-1	-9	-10
O=C(c1ccccc1-c1nc2ccccc2[nH]1)N1CCOCC1	-2	0	6	1	nt	-3	nt
Cc1ccc(C(=O)NCC(c2ccco2)N2CCc3ccccc32)cc1 (stereo unspecified)	-3	-1	24	-9	-3	6	-7
Cc1ccc(-n2c(C)nnc2SCC(=O)NC2CCCC2)cc1	-3	nt	nt	-7	7	nt	-1
c1ccc2sc(Cc3nnc4n3CCCCC4)nc2c1	2	-1	8	0	nt	-3	nt
CCOc1cc(NC(=O)c2cccs2)c(OCC)cc1NC(=O)CCC(=O)NCC1CCCO1 (stereo unspecified)	-8	-2	nt	0	nt	nt	3
Cc1cc(C)c(C)c(S(=O)(=O)N2CCN(C(=S)NCC3CCCO3)CC2)c1C (stereo unspecified)	-1	nt	nt	nt	-1	nt	13
CCOC(=O)c1nc(C)sc1-c1ccnn1S(=O)(=O)c1ccc(C)cc1	-1	2	nt	-3	-1	nt	3
COC(=O)[C@@]1(Cc2ccccc2N=[N+]=[N-])N=C(c2ccc(OCCCO)cc2)O[C@H]1c1ccccc1CN=[N+]=[N-]	-6	nt	nt	1	0	nt	2
CC(C)NC(=O)Nc1ccc2c(c1)CC(=O)N([C@H](C)CO)C[C@H](C)[C@H](CN(C)Cc1ccc(-c3ccccc3)cc1)O2	5	-9[16.7 µM]	27	4	4	-9	1
Cc1nc(Cl)sc1C(=O)Nc1cccc(C(F)(F)F)c1	-6	2	0	1	1	-2	2
COC(=O)CC(NC(=O)C1CC1)c1ccc2c(c1)OCO2 (stereo unspecified)	0	3	nt	nt	-5	nt	2

Overlap with the part before: three compounds, then new ones.
SMILES	ARNT TACC3 PPI	miR122 inh	Statin myotox sup	Cneo AK release	SIRT5 inh	esBAF inh	ERp5 inh
CC(C)NC(=O)Nc1ccc2c(c1)CC(=O)N([C@H](C)CO)C[C@H](C)[C@H](CN(C)Cc1ccc(-c3ccccc3)cc1)O2	5	-9[16.7 µM]	27	4	4	-9	1
Cc1nc(Cl)sc1C(=O)Nc1cccc(C(F)(F)F)c1	-6	2	0	1	1	-2	2
COC(=O)CC(NC(=O)C1CC1)c1ccc2c(c1)OCO2 (stereo unspecified)	0	3	nt	nt	-5	nt	2
C=C(C)C(=O)OC1(C(F)(F)F)Oc2cc(C)ccc2NC1=O (stereo unspecified)	-1	-6	16	-1	nt	-2	nt
Cc1ccccc1NS(=O)(=O)c1cc(C(=O)N2CCc3ccccc3C2)ccc1C	2	177*	43	nt	nt	6	nt
COC(=O)c1sc(=S)n(-c2ccccc2OC)c1N	-2	-5	-1	1	nt	1	nt
CCc1c(O)nc(SCc2nc3ccccc3c(=O)[nH]2)[nH]c1=O	1	nt	nt	nt	-4	nt	-1
COc1nc(-c2ccc(Cl)cc2)nnc1C	-1	nt	nt	nt	0	nt	3
COc1ccc2[nH]c(C)c(CCNC(=S)Nc3ccccc3C)c2c1	2	19	22	0	-2	10	4
C[C@@H]1CCCCO[C@@H](CN(C)CC2CC2)[C@H](C)CN([C@@H](C)CO)C(=O)c2cc(NC(=O)Nc3ccccc3)ccc2O1	6	-1[16.7 µM]	nt	17	-6	-3	9
C=CCSc1nc2sc3c(c2c(=O)[nH]1)CCC3	-4	5	13	1	-3	5	-4
C[C@H]1CN([C@@H](C)CO)C(=O)c2cc(NS(=O)(=O)c3ccccc3)ccc2O[C@@H]1CN(C)Cc1ccc(Cl)c(Cl)c1	-1	-3[16.7 µM]	19	-1	6	-4	4
N#C/C(=C/Nc1ccccc1)c1ccsc1	7	nt	16	-5	nt	12	nt
Cc1ccc(C(=O)NC(=S)NCC2CCCO2)cc1 (stereo unspecified)	2	-1	-13	1	nt	?	nt
Cc1ccc(S(=O)(=O)N[C@H]2CC[C@H](CCn3cc(C4CCCCC4)nn3)O[C@H]2CO)cc1	-17	nt	1	-2	-5	9	11
N#C/C(C(=O)NCc1ccccc1)=C1/SC(Cc2ccc(Cl)cc2)C(=O)N1c1ccccc1 (stereo unspecified)	1	-20	-2	0	-4	-5	4
COCC#Cc1ccc2c(c1)O[C@@H](CN(C)C(=O)CC1CC1)[C@@H](C)CN([C@@H](C)CO)S2(=O)=O	-2	1[16.7 µM]	3	-3	2	-2	-1
COc1ccc(/C=N/O)cc1COc1ccc(NC(C)=O)cc1	-1	3	-2	-1	nt	-8	nt
N#Cc1cc(C(=O)c2cc(F)ccc2O)cn(Cc2ccccc2)c1=O	8	nt	nt	nt	1	nt	1
CNC[C@H]1Oc2ccc(NS(=O)(=O)c3cn(C)cn3)cc2C(=O)N([C@@H](C)CO)C[C@H]1C	-7	4[16.7 µM]	-31	-6	-1	-4	2
COc1cccc(C(=O)NC(c2ccccc2)C2CCCC2)c1 (stereo unspecified)	-5	-3	nt	nt	-6	nt	-9
Cc1cc(/C=N/NC(=O)c2ccncc2)c(C)n1-c1cccc(C(F)(F)F)c1	41	nt	nt	nt	1	nt	-2
CCCCC(=O)OCc1nc2ccccc2s1	11	7	6	-1	-1	16	-3
O=C(c1ccccc1F)N1CC[C@@H]2[C@H](CO)Nc3ccc(-c4cccc(F)c4)cc3[C@@H]21	4	-2[16.7 µM]	-12	-2	nt	-3	nt
COc1ccc(OCC(=O)Nc2ccc(Cl)cc2)cc1	-1	nt	nt	nt	-1	nt	0
C=CCn1c(SCCN)nnc1-c1cccc(S(=O)(=O)N2CCOCC2)c1	-6	-7	-4	-1	0	4	-11
NC(=S)N/N=C/C=C/c1ccccc1	8	nt	nt	nt	7	nt	0
CCC(=O)N[C@@H]1CC[C@H](CCn2cc(C3CC3)nn2)O[C@@H]1CO	-18	nt	-3	2	-1	-5	1

The listing continues.
SMILES	ARNT TACC3 PPI	miR122 inh	Statin myotox sup	Cneo AK release	SIRT5 inh	esBAF inh	ERp5 inh
O=C(Cc1cccs1)NCc1ccncc1	4	-6	-18	0	-3	-9	-3
CN(C)CCCNc1nc2cc(-c3ccsc3)sc2c(=O)n1C	nt	-6	-8	0	-1	2	-2
COC(=O)Cn1c(=NC(=O)C(C)C)sc2c(C)cc(C)cc21	0	nt	10	4	-3	3	-1
O=C(Cn1nc(-c2ccccc2)ccc1=O)NCCCN1CCOCC1	-2	-2	nt	-3	1	nt	10
COc1ccc(Cn2c(C)nc3oc4cc(OC)ccc4c(=O)c3c2=O)cc1	1	-1	-7	-6	nt	1	nt
O=C(C1CCCN(Cc2ccccc2)C1)N1CCc2ccccc2C1 (stereo unspecified)	-3	12	29	-3	nt	-6	nt
CC(=O)N(C)C[C@@H]1Oc2ncc(C#CCC3CCCC3)cc2C(=O)N([C@H](C)CO)C[C@H]1C	0	-2[16.7 µM]	-8	3	1	7	2
CC1(C)CC=C(NNC(=O)c2cccnc2)C(=O)C1	-9	-1	-2	2	2	-8	6
Cc1cccc2c(=O)cc(C)n(CC(N)=O)c12	-8	nt	nt	nt	-4	nt	-1
COc1ccc(N2CCN(CCNC(=O)Nc3ccc([N+](=O)[O-])cc3OC)CC2)cc1	33	-1	-2	-1	1	1	9
O=C(C[N+]1(CC#Cc2ccccc2)CCOCC1)c1ccc(Cl)cc1	5	nt	nt	nt	-5	nt	8
CCCc1nnc(NC(=O)CCC(=O)N2CCN(c3ccccc3)CC2)s1	-3	nt	nt	nt	-8	nt	-2
CCN1[C@H](C(=O)NC2CCCCC2)[C@@H](CO)[C@@H]2Cn3c(ccc(-c4cccnc4)c3=O)[C@@H]21	-15	0[16.7 µM]	13	1	2	2	-2
CCN(CC(=O)Nc1ccc(OC)cc1)C(=O)c1ccc(Cl)c(S(=O)(=O)N2CCCC2)c1	-4	22	25	-2	-3	-1	0
Cc1cc(C)n2nc(SCC(=O)NC3CCCC(C)C3C)nc2n1 (stereo unspecified)	-12	nt	-1	-2	4	0	-4
CCOC(=O)C1CCCN(S(=O)(=O)c2cc(OCC(=O)NC3CCCCC3)c(C)cc2Cl)C1 (stereo unspecified)	8	-10	-16	1	nt	8	nt
CCNc1nc(NCC)nc(N/N=C/c2ccc(O)c(OC)c2)n1	24	2	nt	-1	-1	nt	-8
CCOC(=O)N1CCN(CC(=O)Nc2cc(OC)c(OC)cc2C#N)CC1	7	nt	nt	nt	-3	nt	-13
Cc1nc(-c2ccc(F)cc2)c(CC(=O)N(C)CC(=O)Nc2ccccc2Br)s1	10	-7	12	0	-4	-7	-1
C[C@@H]1CN([C@H](C)CO)C(=O)Cc2cc(NS(=O)(=O)c3cccs3)ccc2O[C@H]1CN(C)S(=O)(=O)c1cn(C)cn1	nt	17[16.7 µM]	-35	0	6	-3	0
O=C(NCC1CCCO1)C(=O)N/N=C/c1ccccc1C(=O)O (stereo unspecified)	-3	nt	2	nt	5	-6	0
C=CCN(Cc1ccc(Br)s1)C(=O)c1ccc(OCc2c(C)noc2C)cc1	nt	20	-17	-2	0	-5	2
COc1ccc(NC(=O)c2oc3ccccc3c2NC(=O)C2CC2)cc1	-5	0	12	0	nt	-1	nt
Cc1ccc(OC(=O)c2cncc(Br)c2)c(C)c1	0	-3	-8	6	1	7	1
C/C(=N\OC(=O)c1cccc(C(F)(F)F)c1)c1sc(-c2ccccc2)nc1C	-5	1	-9	-17	nt	77*	nt

The listing continues:
SMILES	ARNT TACC3 PPI	miR122 inh	Statin myotox sup	Cneo AK release	SIRT5 inh	esBAF inh	ERp5 inh
O=[N+]([O-])c1cc(C=Nc2ccc3ccccc3c2)ccc1Br	2	nt	nt	nt	1	nt	?
CC(=O)c1ccc(N(CC(=O)NCCc2ccccc2)C(=O)c2csnn2)cc1	-31	nt	-7	-4	nt	11	0
COc1ccccc1CNC(=O)CCc1nc2ccccc2c(=O)[nH]1	5	nt	-1	6	nt	7	nt
CN1C(=O)c2cc(NC(=O)C3CCCC3)ccc2OC[C@@H]2O[C@@H](CC(=O)NCC(F)(F)F)CC[C@H]21	-3	-12[16.7 µM]	-4	3	0	-8	-4
O=C(NCC(c1cccnc1)N1CCN(c2ccccc2)CC1)c1ccco1 (stereo unspecified)	-25	-4	-4	-2	nt	-5	nt
O=S(=O)(c1ccc(SCCOc2ccc(Cl)cc2)nc1)N1CCCC1	4	-4	-19	-1	1	-4	-3
C=CCn1c(Sc2ncc([N+](=O)[O-])s2)n[nH]c1=O	2	nt	nt	1	2	nt	5
